From PubChem
IMPase cell inh: cell-permeable inhibitors of inositol monophosphatase (IMPase) | inhibition (IP1 accumulation), % at 46.1 µM | CHO-M1 cells, IP1 accumulation, HTRF TR-FRET ratio | P97697 | 120,000 tested, under 10 active; active = well fitted curve in the direction sought with a large enough effect in the signal ratio, not every such curve was filed as active; inconclusive = small, poorly fitted or top-dose-only effect, or a change in a side signal; inactive = no such curve, though single readings can be large or run the other way; the % refers to the signal ratio;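 also: cells stimulated with carbachol in lithium chloride buffer; plate controls were DMSO basal wells for no effect and reference inhibitor wells for full effect; higher means more IMPase inhibition seen as more IP1 and lower FRET ratio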
Target sequence (P97697 whole entry, looked up): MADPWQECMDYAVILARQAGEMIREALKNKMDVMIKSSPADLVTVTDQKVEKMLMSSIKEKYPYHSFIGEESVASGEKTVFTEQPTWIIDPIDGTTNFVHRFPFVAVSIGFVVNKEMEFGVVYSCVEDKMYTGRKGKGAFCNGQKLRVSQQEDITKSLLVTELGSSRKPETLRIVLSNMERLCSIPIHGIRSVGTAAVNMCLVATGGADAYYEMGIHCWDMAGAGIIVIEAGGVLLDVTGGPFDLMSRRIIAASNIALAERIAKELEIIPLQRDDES
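Measured: the HTRF emission ratio (665/620 nm) plus the 620 nm donor channel, each fitted to the Hill equation to give AC50. Cells were CHO-M1 given compounds up to 46 uM and a 30 min carbachol stimulation at 37C.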
ALOX15B inhib: 15-hLO-2 (ALOX15B) enzyme inhibition | hit rate 0.56% among 110,000 | purified 15hLO-2, xylenol orange hydroperoxide absorbance | Potency, µM (top dose mostly 57.1 µM), inactives show at the highest dose activity change, negative = inhibition, most hits filed as inhibitors | O15296 | AID 881; also: potency is read from the fitted curve at half-maximal effect; nearly all actives have a fitted effect of over 60% in size; many of its hits are not listed in these tables
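Screening format was qHTS against 50 nM purified 15hLO-2 in Hepes pH 7.5 with detergent. Activity follows hydroperoxide formation from 45 uM arachidonic acid, measured as 573:405 nm absorbance ratio of the ferric-xylenol orange complex.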
PNC assembly inh: blocks assembly of the perinucleolar compartment; PC3M PTB-GFP, PNC prevalence imaging, 16 h; stronger effect = lower value; activity change (PNC), negative = inhibition, % at 10 µM; hit rate 3.1% among 140,000;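 active = readout at or below -70, meaning at least 70% loss of cells showing the perinucleolar compartment, a nuclear body marking cancer cells; inconclusive = readout between -30 and a set limit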;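 also: plate controls were DMSO wells for no effect and camptothecin positive control wells for full effect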
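PC3M cells stably expressing PTB-GFP, 750–1000 cells/well, treated 16 h at 37 °C with compound (23 nl of library stock), in duplicate. After paraformaldehyde fixation and Hoechst stain, imaged at 20x; PNC prevalence scored by image analysis.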
12-hLO inh: inhibitors of human 12-lipoxygenase (ALOX12); hit rate 0.12% among 150,000; purified 12-hLO, xylenol orange hydroperoxide absorbance; P18054; Potency, µM (series often up to 57.1 µM), for inactives: at the highest dose activity change, negative = inhibition, hits mostly inhibitors; also: potency is read from the fitted curve at half-maximal effect; nearly all actives have a fitted effect of over 55% in size; many of its hits are not listed in these tables
Target sequence (P18054 whole entry, looked up): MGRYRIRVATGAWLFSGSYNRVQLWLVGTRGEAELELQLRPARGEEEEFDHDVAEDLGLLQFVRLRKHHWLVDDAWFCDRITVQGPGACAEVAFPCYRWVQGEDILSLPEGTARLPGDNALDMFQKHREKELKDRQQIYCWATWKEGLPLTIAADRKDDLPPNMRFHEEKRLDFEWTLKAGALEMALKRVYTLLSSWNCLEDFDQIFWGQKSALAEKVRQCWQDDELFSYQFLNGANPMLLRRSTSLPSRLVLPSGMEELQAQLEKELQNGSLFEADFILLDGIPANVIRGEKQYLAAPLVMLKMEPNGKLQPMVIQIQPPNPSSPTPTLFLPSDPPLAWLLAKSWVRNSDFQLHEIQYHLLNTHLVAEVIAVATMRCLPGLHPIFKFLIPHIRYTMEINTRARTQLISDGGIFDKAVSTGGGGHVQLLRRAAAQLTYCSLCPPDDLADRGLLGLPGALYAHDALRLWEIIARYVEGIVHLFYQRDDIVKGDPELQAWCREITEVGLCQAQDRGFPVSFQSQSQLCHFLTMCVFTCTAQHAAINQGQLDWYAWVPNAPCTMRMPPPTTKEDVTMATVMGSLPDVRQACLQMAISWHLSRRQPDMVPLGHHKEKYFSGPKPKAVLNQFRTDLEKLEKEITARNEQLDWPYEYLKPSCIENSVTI
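Purified human 12hLO (150 nM final) was preincubated with compounds for 15 min at room temperature in 25 mM Hepes pH 7.0, 0.01% Triton X-100, then reacted with 40 uM arachidonic acid for 30 min. Hydroperoxide was detected with ferrous iron/xylenol orange.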
The depositor's hits bear a star; ? = inconclusive; . = no result given; & = joins results of further samples; [ ] = another dose, or the depositor's remark. Unless noted, calls follow the shape of the dose curve; as a rule, active = well fitted curve in the direction sought with a large enough effect; inconclusive = small, poorly fitted or top-dose-only effect, or another doubt; inactive = no such curve, though single readings can be large; an effect the other way counts as inactive or inconclusive. Unless noted, % is scaled to controls: 0 for no effect and ±100 for the full control effect.

Order of results: IMPase cell inh	ALOX15B inhib	PNC assembly inh	12-hLO inh
- CC1CN(C(=O)/C=C/c2ccc3c(c2)OCO3)CC(C)O1 (configuration not stated)
 : 14.9	-0.1%	27.9	-2.3%
- CN(C)C(=O)C[n+]1ccc(/C=N/O)cc1
 : .	.	14.9	-3.7%
- CCOc1cc(C2NC(=S)NC(C)=C2C(=O)Nc2ccc(OC)cc2)ccc1O (configuration not stated)
 : .	.	?	-0.2%
- COC(=O)C1=C(C)N(CCc2ccccc2)C(=O)C1
 : 1.1	-2.4%	-3.7	-4.0%
- Cc1cccc(-n2c(=O)[nH]c3c(C(N)=O)nc(C(C)C)nc32)c1
 : -6.4	.	-100.0*	0.8%
- COc1ccccc1OCC(=O)NCCSCc1ccc(Cl)cc1
 : .	.	24.7	-2.5%
- CCN(C(=O)c1cc2cccc(OC)c2oc1=O)C1CCCCC1
 : 9.5	.	?	-1.6%
- COc1ccccc1NC(=O)COc1ccc(/C=N/NS(=O)(=O)c2ccc(C)cc2)cc1
 : ?	-3.5%	?	-18.7%
- O=C(NC(=S)Nc1ccccc1N1CCOCC1)c1sc2ccccc2c1Cl
 : .	.	-27.4	2.3%
- CCN(CC)S(=O)(=O)c1ccc(NC(=O)C(C)N(c2ccc(OC)cc2)S(C)(=O)=O)cc1 (configuration not stated)
 : -5.3	-7.7%	-19.8	-1.4%
- O=C1CN(CC(=O)N2CCCCC2)c2ccccc2O1
 : -7.0	12.6%	21.6	-14.8%
- CC(=O)Nn1c(C)nnc1-n1nc(C)cc1C
 : -8.2	3.9%	?	-2.3%
- COc1ccc(CCNC(=O)CCn2c(=O)oc3ccccc32)cc1
 : 6.1	4.1%	?	-2.7%
- CC1CCC(NC(=O)CN2CCCN(Cc3ccc(F)cc3Cl)C2=O)CC1 (configuration not stated)
 : 9.0	-7.9%	23.9	-5.7%
- CCCCNc1ccccc1C(=O)OCC(=O)Nc1ccc(S(N)(=O)=O)cc1
 : -1.4	-19.5%	-12.7	-11.1%
- COc1ccccc1NS(=O)(=O)c1cc(NC(=O)CNC(=O)c2ccc(C)s2)ccc1Cl
 : .	.	17.7	-3.6%
- CC(SCc1ccccc1)C(=O)Nc1ccccc1-c1ccccc1 (configuration not stated)
 : 0.1	.	35.4	-4.9%
- CCOC(=O)C1CCN(C(C(=O)NC2CCCCC2)c2ccc(OC)cc2)CC1 (configuration not stated)
 : -18.3	4.9%	6.6	-1.0%
- CC1(C)CC(O)CC(C)(C)N1CC(O)COCCOc1ccc(Br)cc1 (configuration not stated)
 : 4.9	22.0%	5.6	0.1%
- CSc1nnc2c(n1)OC(c1ccc(C(=O)O)cc1)N(C(C)=O)c1ccccc1-2 (configuration not stated)
 : 2.4	-11.1%	34.9	-8.0%
- Cc1cccc(NC2=NCC(=O)N2CCc2ccccc2)c1
 : 7.9	-5.6%	-0.9	-1.6%
- COC(=O)CSc1nnc(-c2ccncc2)o1
 : 2.8	-2.2%	-9.0	-3.7%
- COc1ccc(C)cc1NC(=O)CSc1nnc(CC(=O)Nc2cccc(C(F)(F)F)c2)n1C
 : 5.9	25.1%	18.8	-1.8%
- CCCCN(CCCNC(=O)CN1C(=O)COc2ccccc21)c1ccccc1
 : 11.4	-6.3%	?	-9.4%
- CC(=O)CSc1nsc(SCC(C)=O)c1C#N
 : 3.7	.	152.7	-9.0%
- CCc1c(C)[nH]n(CCC#N)c1=O
 : 5.1	8.1%	-10.1	0.5%
- Cc1ccc(N2CC(C(=O)NC3=NCCS3)CC2=O)cc1C (configuration not stated)
 : -2.2	.	255.7	-2.6%
- CC(=O)c1cccc(NC(=O)Cc2ccc3c(c2)CCCC3)c1
 : -0.4	?	-8.6	-25.7%
- CC(=O)Oc1cc(OC(C)=O)c2c(=O)cc(-c3ccc(OC(C)=O)c(OC(C)=O)c3)oc2c1
 : 7.4	-22.8%	.	?
- CCn1c(C(=O)NCc2cccnc2)cc2sc(Cl)cc21
 : -4.2	38.2%[activator]	42.6	27.6%
- Cn1c(N2CCOCC2)c(/C=N/OC(=O)c2ccc(F)cc2)c2ccccc21
 : 6.0	-12.1%	-99.1*	0.2%
- Cc1ccc(S(=O)(=O)N2CCC(C(=O)N(C)C3CCS(=O)(=O)C3)CC2)cc1 (configuration not stated)
 : 5.3	-7.3%	14.2	0.6%
- Nc1nnnn1/N=C/c1ccco1
 : ?	-10.9%	?	4.9%
- O=C(Nc1ccncc1)c1ccc2c(c1)C(=O)N(CC1CCCO1)C2=O (configuration not stated)
 : .	.	-4.3	-0.8%
- Cc1cccc(NC2=Nc3ccccc3N3C2=Nc2c(c(C)nn2-c2ccccc2)C3c2ccc(O)c(O)c2)c1 (configuration not stated)
 : -9.6	12.0%	?	-24.7%
- CCN(CC(=O)NC(C)(C)C)C(=O)CCl
 : 2.8	.	5.7	-3.5%
- CCCCSc1nc(C)cc(SCC(=O)N/N=C/c2cccc(OC)c2O)n1
 : 4.6	28.1%	33.3	?
- CCc1ccc(NC(=O)c2noc3c2CCc2ccccc2-3)cc1
 : -0.1	3.0%	-27.8	-6.1%
- O=C(O)CCC(=O)N1CCc2cc(S(=O)(=O)N3CCC(Cc4ccccc4)CC3)ccc21
 : -1.1	-7.3%	11.0	-5.4%
- CCN(CCO)Cc1csc2cccc(Br)c12
 : -22.7	11.3%	17.0	-0.7%
- Cc1ccc(NC(=O)CSc2nnc(CCCCCNC(=O)OC(C)(C)C)o2)c(C)c1
 : 1.3	.	61.9	2.0%
- CCc1c(C)c2cc(Cl)c(O)c(CN(CC)CC)c2oc1=O
 : ?	-7.0%	-0.9	-9.8%
- CC1(C)Nc2ccccc2C(=O)N1NS(=O)(=O)c1ccccc1
 : -2.2	.	?	0.4%
- O=C1CSC(c2ccco2)N1 (configuration not stated)
 : 22.2	-1.3%	-10.6	2.6%
- O=C(NC1CC1)c1ccc(S(=O)(=O)NCC2CCCCC2)cc1
 : 9.1	.	8.4	-4.6%
- NC(=O)Nc1nc2ccccc2[nH]1
 : .	-2.8%	.	-2.5%
- Cc1ccc(C)c(OCC(=O)NCC(C)C)c1C
 : .	.	-23.4	-5.4%
- CCC(C)(C)NC(=O)C(c1ccc(F)cc1)N(Cc1ccco1)C(=O)c1cnccn1 (configuration not stated)
 : -8.3	-1.6%	44.7	-0.8%
- CC1CCC2C(=O)N(c3ccc(C(=O)NCc4ccccc4)cc3)C(=O)C2C1 (configuration not stated)
 : .	.	-3.3	-2.5%
- CC(=O)c1ccccc1NC(=O)Cn1c(=O)cnc2ccccc21
 : .	.	?	1.0%

The results go on.
Order of results: IMPase cell inh	ALOX15B inhib	PNC assembly inh	12-hLO inh
- O=C(COC(=O)C1CCCN1C(=O)c1cccs1)Nc1ccc2c(c1)OCO2 (configuration not stated)
 : 8.9	-5.2%	4.9	-6.2%
- CCOC(=O)N1CCN(C/C(C)=C/c2ccccc2)CC1
 : 1.0	-14.4%	-12.0	-6.8%
- O=C(CSC1=NCCS1)Nc1ccccc1F
 : 0.4	-5.6%	?	0.2%
- COc1ccc(-c2nc(-n3c(C)c(C(C)=O)c(C(C)=O)c3C)sc2C)cc1OC
 : -4.0	-5.1%	47.1	2.1%
- Cc1cc(O)c(C=O)c2c1C(=O)Oc1c(C)c(O)c3c(c1O2)C(O)OC3=O (configuration not stated)
 : .	-14.4%	.	?
- COc1cc(OC)cc(C(=O)NC(=S)NNC(=O)c2cnccn2)c1
 : 12.2	.	?	1.3%
- COc1ccc(OC)c(S(=O)(=O)NCCOC23CC4CC(CC(C4)C2)C3)c1
 : .	.	6.0	-0.8%
- Cc1c(NC(=O)C2CC(c3ccc(F)cc3)=NO2)c(=O)n(-c2ccccc2)n1C (configuration not stated)
 : 16.2	4.5%	33.7	0.3%
- O=C(O)c1ccc(CSc2nnc(-c3ccncc3)n2CC2CCCO2)cc1 (configuration not stated)
 : 4.7	-3.8%	25.6	-0.5%
- CCOCCCNC(=O)c1ccc(OC)cc1
 : -4.4	-2.5%	7.2	-3.2%

Rewritten with values ahead of the structure: entries from further up.
IMPase cell inh | ALOX15B inhib | PNC assembly inh | 12-hLO inh | mol
. | . | -23.4 | -5.4% | Cc1ccc(C)c(OCC(=O)NCC(C)C)c1C
-8.3 | -1.6% | 44.7 | -0.8% | CCC(C)(C)NC(=O)C(c1ccc(F)cc1)N(Cc1ccco1)C(=O)c1cnccn1 (configuration not stated)
. | . | -3.3 | -2.5% | CC1CCC2C(=O)N(c3ccc(C(=O)NCc4ccccc4)cc3)C(=O)C2C1 (configuration not stated)
. | . | ? | 1.0% | CC(=O)c1ccccc1NC(=O)Cn1c(=O)cnc2ccccc21
8.9 | -5.2% | 4.9 | -6.2% | O=C(COC(=O)C1CCCN1C(=O)c1cccs1)Nc1ccc2c(c1)OCO2 (configuration not stated)
1.0 | -14.4% | -12.0 | -6.8% | CCOC(=O)N1CCN(C/C(C)=C/c2ccccc2)CC1
0.4 | -5.6% | ? | 0.2% | O=C(CSC1=NCCS1)Nc1ccccc1F
-4.0 | -5.1% | 47.1 | 2.1% | COc1ccc(-c2nc(-n3c(C)c(C(C)=O)c(C(C)=O)c3C)sc2C)cc1OC
. | -14.4% | . | ? | Cc1cc(O)c(C=O)c2c1C(=O)Oc1c(C)c(O)c3c(c1O2)C(O)OC3=O (configuration not stated)
12.2 | . | ? | 1.3% | COc1cc(OC)cc(C(=O)NC(=S)NNC(=O)c2cnccn2)c1
. | . | 6.0 | -0.8% | COc1ccc(OC)c(S(=O)(=O)NCCOC23CC4CC(CC(C4)C2)C3)c1

(continued)
Order of results: IMPase cell inh	ALOX15B inhib	PNC assembly inh	12-hLO inh
- CN1CCN(S(=O)(=O)c2ccc(C(=O)Nc3ccccc3)cc2)CC1
 : -0.8	11.0%	30.3	10.2%
- Cc1ccc(Oc2nc3ccccc3n3c(C)nnc23)cc1
 : -2.1	-12.9%	?	2.4%
- O=C1N/C(=C/c2ccc(Br)cc2)C(O)=C1C=NCc1ccccc1
 : .	.	-14.0	-2.5%
- O=C(c1cc2nc(-c3cccs3)cc(C(F)(F)Cl)n2n1)N1CCCc2ccccc21
 : 0.1	-9.0%	25.2	4.2%
- COc1cc(C(=O)NCc2nnc(SCC(=O)N3CCC(C)CC3)o2)cc(OC)c1OC
 : 0.9	-9.9%	?	-1.6%
- COc1ccc(N2CCN(Cc3nnc(-c4ccccc4)o3)CC2)cc1
 : -9.9	.	-10.2	1.1%
- CCCCCCOc1ccccc1C(N)=O
 : .	-21.4%	.	-1.9%
- CC(C)CC1C(C#N)=C(N)SC(N)=C1C#N
 : -27.6	-9.1%	?	-23.6%
- Nc1ccccc1N=Nc1c(S(=O)(=O)O)cc2cc(S(=O)(=O)O)cc(O)c2c1O
 : .	14.8%[11.4 µM]	.	-0.4%[11.4 µM]
- CN(C(=O)COC(=O)c1n[nH]c2ccccc12)C1CCS(=O)(=O)C1 (configuration not stated)
 : 8.6	.	-27.8	-1.4%
- O=c1c(Cl)c(Cl)cnn1Cc1ccccc1Cl
 : .	.	?	-2.2%
- COC(=O)[C@@H]1CC[C@H](C)[C@@H](c2ccc(C)cc2)N1C(=O)c1ccc(/C=N/OC[C@@H](O)COCc2ccco2)cc1
 : .	.	?	-6.8%
- CCSc1nnc(-c2ccc(Cl)cc2Cl)o1
 : 8.8	11.4%	-4.0	4.2%
- Cn1cnc([N+](=O)[O-])c1NC(C)(C)C
 : 2.9	-2.5%	-22.4	5.5%
- Cc1c(Br)c([N+](=O)[O-])nn1CC(=O)Nc1sc2c(c1C(=O)OC(C)C)CCCC2
 : ?	-17.9%	25.9	-0.3%
- COc1cccc(N/C=C/C(=O)c2ccc(Cl)cc2)c1
 : .	.	24.0	0.5%
- COC(=O)[C@@]1(Cc2ccc(F)cc2)[C@H]2c3cc(C(=O)N(C)C)n(Cc4nc5ccccc5[nH]4)c3C[C@H]2CN1C(=O)c1ccccc1
 : .	41.4%[activator]	33.9	-8.2%&-2.5%

An excerpt. The share of hits here may be higher or lower than overall.
